From PubChem
GPT2 inhibitor – GPT2 alanine aminotransferase inhibition | 0.25% of 100,000 active | Recombinant GPT2, coupled pyruvate oxidase/HRP Amplex Red fluorescence | AID 1671188 | Q8TD30 | Potency, µM (highest dose often 57.7 µM), inactives show top-dose activity change, negative = inhibition, hits mostly inhibitors; note: potency is the fitted concentration of half-maximal effect; nearly all actives have a fitted effect of over 60% in size; many of its hits are not listed in these tables
Target sequence (Q8TD30 whole entry, looked up): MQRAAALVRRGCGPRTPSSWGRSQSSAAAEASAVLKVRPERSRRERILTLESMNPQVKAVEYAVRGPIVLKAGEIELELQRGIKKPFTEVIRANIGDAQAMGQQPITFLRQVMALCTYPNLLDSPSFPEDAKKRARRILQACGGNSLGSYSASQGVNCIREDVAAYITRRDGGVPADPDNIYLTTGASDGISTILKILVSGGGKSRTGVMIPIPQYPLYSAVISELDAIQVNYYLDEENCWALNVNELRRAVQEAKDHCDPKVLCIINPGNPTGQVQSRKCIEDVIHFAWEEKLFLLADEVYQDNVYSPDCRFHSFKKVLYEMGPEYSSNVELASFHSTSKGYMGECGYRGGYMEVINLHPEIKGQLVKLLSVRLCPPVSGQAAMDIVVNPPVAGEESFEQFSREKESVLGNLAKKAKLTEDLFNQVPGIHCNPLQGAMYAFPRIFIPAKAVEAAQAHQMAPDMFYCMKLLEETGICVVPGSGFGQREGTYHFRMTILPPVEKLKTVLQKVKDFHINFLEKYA
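Fluorescence of coupled pyruvate oxidase/HRP/Amplex Red system (50uM Amplex, 30 min, dark) reports pyruvate formed by GPT2. Enzyme reaction: 10ng/uL GPT2, 2mM L-alanine, 250uM a-KG, 30 min room temperature, pH 7.5; 50uM AOA control.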
NIH3T3 tox – cytotoxic compounds in NIH 3T3 cells; 4.3% of 94,000 active; Potency, µM (doses to about 96.7 µM), for the others: at the top dose activity change, negative = cytotoxicity, actives largely listed as inhibitors; NIH 3T3 viability, CellTiter-Glo ATP luminescence, 48-72 h; note: potency is the fitted concentration of half-maximal effect; nearly all actives have a fitted effect of over 55% in size
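First NIH 3T3 cells are plated at 400 cells/well; next compound is pinned in; then plates incubate 48 or 72 hr at 37 °C; finally CellTiter-Glo is added and luminescence read after 10 min.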
HEK293 viab – cell viability loss counter-screen | 0.12% of 150,000 active | Potency, µM (top dose mostly 57.1 µM), without a hit: at the highest dose activity change, negative = cytotoxicity, usual class: cytotoxic | HEK-293-SNCA-luc viability, GF-AFC fluorescence, 24 h;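 note: potency is the fitted concentration of half-maximal effect; 0% = DMSO-treated cells and -100% = medium-only wells without cells; nearly all actives have a fitted effect of over 30% in size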
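HEK-293-SNCA-luc cells (1500/well) plated 24 h, then exposed 24 h to a dilution series; GF-AFC added 30 min at 37C, fluorescence 405/540 nm; normalised to medium-only and DMSO wells, Hill fit.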
SNCA expr inh – reduces expression of the alpha-synuclein gene; HEK-293 SNCA-luciferase knock-in, luminescence, 24 h; Potency, µM (series often up to 57.2 µM), without a hit: at the highest dose activity change, negative = inhibition, most hits filed as inhibitors; 0.17% of 140,000 active;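 note: potency is the fitted concentration of half-maximal effect; plate controls were DMSO cells for no effect and cell-free wells for full effect; nearly all actives have a fitted effect of over 45% in size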
IP6K1 inhibitor – inhibitors of human IP6K1. Q92551. IP6K1 kinase, ADP-Glo luminescence, 2 h; hits give low values. activity change, % (series mostly up to about 58 µM). 0.81% of 140,000 active; in the data active = activity change below about -25%
Target sequence (Q92551 whole entry, looked up): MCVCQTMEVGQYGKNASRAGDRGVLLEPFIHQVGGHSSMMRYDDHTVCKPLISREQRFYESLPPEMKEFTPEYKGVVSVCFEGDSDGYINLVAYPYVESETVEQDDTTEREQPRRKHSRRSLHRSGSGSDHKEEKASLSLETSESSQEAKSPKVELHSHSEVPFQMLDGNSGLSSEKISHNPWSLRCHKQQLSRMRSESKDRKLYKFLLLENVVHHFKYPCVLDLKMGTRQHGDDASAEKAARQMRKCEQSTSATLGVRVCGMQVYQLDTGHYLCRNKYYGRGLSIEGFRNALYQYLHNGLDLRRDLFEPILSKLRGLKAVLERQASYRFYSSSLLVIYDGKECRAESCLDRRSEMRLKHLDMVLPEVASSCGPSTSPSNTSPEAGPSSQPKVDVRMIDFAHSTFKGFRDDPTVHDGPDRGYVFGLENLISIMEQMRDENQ
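ADP-Glo luminescence measures ADP made by human IP6K1 during a 2 h RT reaction with ATP/IP6 (mix at 1.3 mM/130 uM); top library doses 57.5 and 19.1 uM final.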
HEK293 tox – kills HEK 293 cells; HEK 293 viability, ATP luminescence (CellTiter-Glo), 48-72 h; Potency, µM (top dose mostly 115 µM), for inactives: top-dose activity change, negative = cytotoxicity, hits mostly inhibitors; 6.6% of 94,000 active; note: potency is the fitted concentration of half-maximal effect; nearly all actives have a fitted effect of over 60% in size
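Read-out: CellTiter-Glo ATP luminescence. Cells: HEK 293, 250 cells/well. Exposure: 48 or 72 hr, 37 degree Celsius.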
FLuc inh – blocks purified firefly luciferase enzyme activity; 2.5% of 76,000 active; P08659; Potency, µM (highest dose often 115 µM), for the others: at the top dose activity change, negative = inhibition, most hits filed as inhibitors; purified P. pyralis luciferase, luminescence, biochemical; AID 1347043; note: potency is the fitted concentration of half-maximal effect; nearly all actives have a fitted effect of over 65% in size
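Luminescence read by CCD imager after adding enzyme (10nM final) to wells holding compound, titrated in qHTS. Substrates 10uM each D-luciferin and ATP; buffer 50mM Tris acetate pH 7.5, 10mM Mg acetate, Tween-20, BSA.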
An asterisk follows results filed as active; i = inactive; ? = inconclusive; . = no result given; [ ] = dose if it differs, or a comment. Unless noted, calls come from the whole dose curve; as a rule, active = well fitted curve in the direction sought with a large enough effect; inconclusive = small, poorly fitted or top-dose-only effect, or another doubt; inactive = no such curve, though single readings can be large; an effect the other way counts as inactive or inconclusive. Unless noted, % is set by controls: 0 for no effect and ±100 for the full control effect. An excerpt. The share of hits here may be higher or lower than overall.

1: COCCN1C(=O)CCc2cc(NC(=O)c3ccc(C)cc3C)ccc21
2: O=C(c1ccccc1F)N1CCC2(CC1)NC(=O)N(Cc1ccc(F)cc1)C2=O
3: CN(Cc1cncs1)Cc1ccccc1C(F)(F)F
4: O=C(NC1CC1)C1CN(Cc2ccccc2)C(=O)N1 (centres undefined)
5: COc1ccc(-n2c(=O)c3c4c(sc3n(C)c2=O)CN(C(C)=O)CC4)cc1
compound no. | 1 | 2 | 3 | 4 | 5
GPT2 inhibitor | -15% | 5% | -7%[88.5 µM] | 1%[88.5 µM] | .
NIH3T3 tox | ? | -27% | -18%[138 µM] | -14%[138 µM] | .
HEK293 viab | ? | -1% | 15%[87.6 µM] | 9%[87.6 µM] | -18%
SNCA expr inh | 64%[activator] | -20% | 12%[87.6 µM] | 13%[87.6 µM] | -3%
IP6K1 inhibitor | 41 | -5 | -7 | 3 | 25
HEK293 tox | ? | ? | -14%[172 µM] | 0%[172 µM] | .
FLuc inh | 40µM* | -4% | 0%[172 µM] | -3%[172 µM] | .

6: CCc1nn2c(=O)cc(COC(=O)c3ccc(NC(=O)COc4ccccc4C)cc3)nc2s1
7: Cc1cccc(O[C@H]2COCCN(Cc3ccccn3)C2)n1
8: Cc1ccc(CSC2=Nc3ccccc3C3=NC(CC(=O)NCc4cccs4)C(=O)N23)c(C)c1 (centres undefined)
9: CCOC(=O)[C@@H]1CN(C(=O)c2ccccc2OC(F)(F)F)[C@H]2c3cccc(F)c3O[C@@H]12
10: O=C(Nc1ccc2nc(SCC(=O)N3CCc4ccccc43)sc2c1)c1ccc(F)cc1
compound no. | 6 | 7 | 8 | 9 | 10
GPT2 inhibitor | . | i | . | . | .
NIH3T3 tox | . | -10%[138 µM] | . | ? | .
HEK293 viab | -2% | 0%[87.6 µM] | 1% | . | -9%
SNCA expr inh | 42%[activator] | 32%[activator][87.6 µM] | ? | . | -4%
IP6K1 inhibitor | 24 | 9 | -3 | 10 | 11
HEK293 tox | . | -8%[172 µM] | . | ? | .
FLuc inh | . | -10%[172 µM] | . | . | .

Part of the list above, set out differently:
7. Cc1cccc(O[C@H]2COCCN(Cc3ccccn3)C2)n1
- GPT2 inhibitor = i
- NIH3T3 tox = -10%[138 µM]
- HEK293 viab = 0%[87.6 µM]
- SNCA expr inh = 32%[activator][87.6 µM]
- IP6K1 inhibitor = 9
- HEK293 tox = -8%[172 µM]
- FLuc inh = -10%[172 µM]
8. Cc1ccc(CSC2=Nc3ccccc3C3=NC(CC(=O)NCc4cccs4)C(=O)N23)c(C)c1 (centres undefined)
- GPT2 inhibitor = .
- NIH3T3 tox = .
- HEK293 viab = 1%
- SNCA expr inh = ?
- IP6K1 inhibitor = -3
- HEK293 tox = .
- FLuc inh = .
9. CCOC(=O)[C@@H]1CN(C(=O)c2ccccc2OC(F)(F)F)[C@H]2c3cccc(F)c3O[C@@H]12
- GPT2 inhibitor = .
- NIH3T3 tox = ?
- HEK293 viab = .
- SNCA expr inh = .
- IP6K1 inhibitor = 10
- HEK293 tox = ?
- FLuc inh = .
10. O=C(Nc1ccc2nc(SCC(=O)N3CCc4ccccc43)sc2c1)c1ccc(F)cc1
- GPT2 inhibitor = .
- NIH3T3 tox = .
- HEK293 viab = -9%
- SNCA expr inh = -4%
- IP6K1 inhibitor = 11
- HEK293 tox = .
- FLuc inh = .

Other results follow:
11: Cc1csc2nc(COC(=O)c3ccccc3NC(=O)c3cccc(Br)c3)cc(=O)n12
12: O=C(c1cncc(Br)c1)N1CCC2(CC1)CC(O)CCO2 (centres undefined)
13: Cc1ccc(CN2C(=O)NC3(CCCN(C(=O)c4cccc(C)c4)C3)C2=O)cc1 (centres undefined)
14: COc1ccc(NC(=O)CC2C(=O)N(c3ccc(C)cc3)C(=O)N2C2CCCCC2)cc1 (centres undefined)
15: COc1cccc([S+](=O)([O-])N2CCC(N3C(=O)c4c(c(C)nn4-c4ccccc4)C3C3CC3)C2)c1 (centres undefined)
compound no. | 11 | 12 | 13 | 14 | 15
GPT2 inhibitor | . | -4% | 3% | . | .
NIH3T3 tox | . | -6% | 1% | . | ?
HEK293 viab | -7% | -11% | 11% | -23% | .
SNCA expr inh | ? | -6% | 3% | -9% | .
IP6K1 inhibitor | -5 | 14 | -9 | -13 | -8
HEK293 tox | . | -18% | -5% | . | ?
FLuc inh | . | 5% | 4% | . | .

16: Cc1cc(C)cc(NC(=O)c2cc(S(=O)(=O)N3CCCC3)ccc2F)c1
17: O=C(N1CCCC(c2nn[nH]n2)C1)C1(c2ccccc2)CC1 (centres undefined)
18: O=C(N[C@@H]1C[C@H](Cn2cc(C3CC3)nn2)[C@@H](O)[C@H]1O)C1CCOCC1
19: CCCc1noc(-c2ccn3c(CNC(=O)c4cccnc4)nnc3c2)n1
20: CN(Cc1ccccc1)c1ccc(-c2nc(-c3ccncc3)no2)cc1[N+](=O)[O-]
compound no. | 16 | 17 | 18 | 19 | 20
GPT2 inhibitor | . | 2% | i | i | .
NIH3T3 tox | . | i | 5%[138 µM] | -1% | .
HEK293 viab | -11% | 2% | -2%[87.6 µM] | 3% | 15%
SNCA expr inh | 35% | 5% | 0%[87.6 µM] | -13% | 25%
IP6K1 inhibitor | -25 | 15 | 1 | 6 | -10
HEK293 tox | . | i | i | i | .
FLuc inh | . | 0% | -1%[172 µM] | 0% | .

21: CC(C)c1ccc(OC(=O)c2cc(-c3ccccc3)on2)cc1
22: COc1ccc(OC)c(NC(=O)C2CCN(c3cc(C(F)(F)F)ncn3)CC2)c1
23: OC1(c2csc(CN3CCOCC3)n2)CCN(CC2CC2)CC1
24: COCc1cc(C[C@@H]2CC[C@H](O)[C@@H](CNCc3ccc(F)cc3)O2)no1
25: COc1ccc(C(=O)N2CCCCCCNC(=O)[C@@H]3C[C@@H](c4nc(-c5cnccn5)no4)C[C@@H]32)cc1
compound no. | 21 | 22 | 23 | 24 | 25
GPT2 inhibitor | . | -18% | i | -10%[88.5 µM] | i
NIH3T3 tox | . | -25% | -16%[174 µM] | -10%[138 µM] | -22%
HEK293 viab | -4% | -13% | 1%[87.6 µM] | 5%[87.6 µM] | -4%
SNCA expr inh | 22% | -18% | 1%[87.6 µM] | 5%[87.6 µM] | -11%
IP6K1 inhibitor | 1 | 11 | 5 | 5 | 1
HEK293 tox | . | -14% | 0%[172 µM] | -7%[172 µM] | -25%
FLuc inh | . | 0% | -12%[172 µM] | 1%[172 µM] | -3%

26: Cc1ccc(NC(=O)N2CCC(CCNC(=O)c3sccc3C)CC2)cc1
27: O=C(CCc1nc2cccnc2n1Cc1cccs1)Nc1cccc(Cl)c1
28: COc1ccc(CCC(=O)N2CCC[C@H]2c2nc(-c3ccc(OC)cc3)no2)cc1
29: COc1ccc(C2CC(=O)Nc3c2c(C)nn3-c2nncc(-c3ccc(C)cc3)n2)c(OC)c1OC (centres undefined)
30: Cc1cccc(OC(C)C(=O)N2CCC(c3nc4ccccc4o3)CC2)c1C (centres undefined)
compound no. | 26 | 27 | 28 | 29 | 30
GPT2 inhibitor | -13% | . | -6% | . | .
NIH3T3 tox | -28% | . | ? | . | .
HEK293 viab | 5% | -19% | ? | 9% | -5%
SNCA expr inh | 71%[activator] | ? | -7% | 5% | -1%
IP6K1 inhibitor | -1 | 19 | 7 | 1 | 11
HEK293 tox | -24% | . | ? | . | .
FLuc inh | ? | . | -7% | . | .

31: Cc1ccc(C(=O)N2CCCN(S(C)(=O)=O)C(c3ccccc3)CC(=O)NCC2)cn1 (centres undefined)
32: CCOC(=O)c1cc(-c2ccccc2)n(-c2cccc(C(=O)Nc3cccc(C)c3)c2)c1C
33: COCCn1c(CN2C(=O)CCc3ccccc32)nnc1C1CC(N)C1 (centres undefined)
34: O=C(CCC1CCN(c2cc(NC3CC3)ncn2)CC1)NCc1ccccc1Cl
35: Cc1nc(NCCN2CCOC2=O)c2sccc2n1
compound no. | 31 | 32 | 33 | 34 | 35
GPT2 inhibitor | 4% | . | i | -5% | i
NIH3T3 tox | -17% | . | i | ? | -6%
HEK293 viab | -2% | 0% | -18% | 7% | 5%
SNCA expr inh | -20% | ? | 0% | 8.9µM* | -25%
IP6K1 inhibitor | 0 | 16 | 0 | 15 | 7
HEK293 tox | i | . | 0% | ? | -27%
FLuc inh | -9% | . | 0% | ? | -4%

36: CC(=O)N1CCCN(c2ncnc3c2CN(C2CCCCC2)C(=O)CN3C)CC1
37: CCN(CC)C(=O)c1sc2c(c1C)c(=O)n(Cc1ccccc1)c(=O)n2Cc1ccc(Cl)cc1
38: COc1ccc2nc3n(c2c1)[C@@H](CNCc1ccc(S(C)(=O)=O)cc1)COC3
39: CN1CCC2(CC1)Cc1ccccc1CN(C(=O)c1cccc(Cl)c1)C2
40: Cc1nc2ccc(C(=O)N3CCCC(C)(Cc4ccc5c(c4)OCO5)C3)cc2o1 (centres undefined)
compound no. | 36 | 37 | 38 | 39 | 40
GPT2 inhibitor | -6% | . | i | i | 2%
NIH3T3 tox | -24% | . | -30%[138 µM] | ? | ?
HEK293 viab | -15% | 4% | -7%[87.6 µM] | 11% | 2%
SNCA expr inh | -21% | ? | 14%[87.6 µM] | 3% | 6%
IP6K1 inhibitor | 12 | 1 | -4 | 3 | 15
HEK293 tox | -19% | . | -26%[172 µM] | ? | ?
FLuc inh | . | . | 6%[172 µM] | . | ?

41: CC[C@@]1(c2ccccc2)NC(=O)N(C)C1=O
42: O=C(c1ccncc1)N1CCC(N2C(=O)C(OCC3CC3)C23CCOCC3)CC1 (centres undefined)
43: Cc1c(F)cccc1NC(=O)N1CCC(N2CC3CC(C2)[C@H]2CCCC(=O)N2C3)CC1 (some centres undefined)
44: COC(=O)[C@@H](C)NC(=O)[C@H]1CN(C(=O)c2ccc(N(C)C)cc2)CCN1S(C)(=O)=O
45: Cc1ccc(C(=O)N2CCC3(CC2)CC(N2CCN(CC(C)C)CC2)CCO3)cn1 (centres undefined)
compound no. | 41 | 42 | 43 | 44 | 45
GPT2 inhibitor | i | 5% | 2% | 0% | -36%
NIH3T3 tox | . | -13% | 0% | i | -31%
HEK293 viab | 2%[23.9 µM] | 5% | 5% | -3% | 6%
SNCA expr inh | -48%[25.6 µM] | 21% | 22% | -1% | 13%
IP6K1 inhibitor | 13 | -8 | 15 | 12 | 3
HEK293 tox | . | -13% | -4% | -4% | -26%
FLuc inh | . | 1% | -14% | 0% | .

46: N#Cc1ccc(C(=O)NCC(=O)N2CCCCCCNC(=O)CC2c2ccccc2)cc1 (centres undefined)
47: Cc1ccc(C)c(N2CCN(CCCNC(=O)Nc3cc(Cl)ccc3C)CC2)c1
48: CC(C)c1ccc(CC(=O)N2CCCc3ncc(C(=O)NCCN4CCCC4)cc32)cc1
49: COc1ccc2ccccc2c1CNC1CCN(c2ccc(C(=O)N3CCOCC3)cc2)CC1
compound no. | 46 | 47 | 48 | 49
GPT2 inhibitor | i | . | -30%[88.5 µM] | i
NIH3T3 tox | -23% | . | ? | -17%
HEK293 viab | -11% | 16% | -10%[87.6 µM] | 5%
SNCA expr inh | -9% | 38%[activator] | 43%[activator][87.6 µM] | 39%[activator]
IP6K1 inhibitor | 3 | 13 | 18 | 2
HEK293 tox | 1% | . | ? | -2%
FLuc inh | 3% | . | 0%[172 µM] | 2%
